POLH inh: qHTS for Inhibitors of Polymerase Eta; Potency, µM (doses to about 114 µM), inactives show at the highest dose activity change, negative = inhibition, usual class: inhibitors; 390,000 compounds, 1.2% hits; DNA polymerase eta (Homo sapiens), Q9Y253; recombinant Pol eta, fluorescent DNA replication assay; AID 588591, 2011; also: potency is read from the fitted curve at half-maximal effect; % is scaled to controls: 0 for no effect and ±100 for the full control effect
Target sequence (Q9Y253 whole entry, looked up): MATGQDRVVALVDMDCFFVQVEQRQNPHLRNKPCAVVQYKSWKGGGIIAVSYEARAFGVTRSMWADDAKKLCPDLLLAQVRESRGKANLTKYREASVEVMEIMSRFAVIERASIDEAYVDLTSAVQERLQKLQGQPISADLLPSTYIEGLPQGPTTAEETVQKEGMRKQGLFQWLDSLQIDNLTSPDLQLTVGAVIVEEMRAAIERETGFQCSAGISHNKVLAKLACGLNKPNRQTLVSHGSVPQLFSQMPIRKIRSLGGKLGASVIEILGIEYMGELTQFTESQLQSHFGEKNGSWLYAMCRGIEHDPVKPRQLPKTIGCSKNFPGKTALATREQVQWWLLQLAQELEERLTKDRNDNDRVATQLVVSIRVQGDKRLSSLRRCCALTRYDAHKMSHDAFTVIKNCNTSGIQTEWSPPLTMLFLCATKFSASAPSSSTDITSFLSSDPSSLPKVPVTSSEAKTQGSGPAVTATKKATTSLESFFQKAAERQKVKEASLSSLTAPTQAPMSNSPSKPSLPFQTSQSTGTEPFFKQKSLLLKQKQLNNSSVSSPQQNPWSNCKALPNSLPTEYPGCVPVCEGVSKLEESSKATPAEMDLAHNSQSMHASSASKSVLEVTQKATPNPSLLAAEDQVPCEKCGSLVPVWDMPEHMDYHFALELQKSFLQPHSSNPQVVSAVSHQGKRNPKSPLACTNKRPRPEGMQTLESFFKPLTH
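Pol eta at 10 nM preincubated with compounds 15 min at room temperature; reaction started with fluorescent substrate (50 nM final) and read kinetically at 0 and 10 min.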
POLB inh: qHTS Assay for Inhibitors of DNA Polymerase Beta. Pol beta primer extension/strand displacement, fluorescence kinetic. P06746. Potency, µM (doses to about 114 µM), for the others: top-dose activity change, negative = inhibition, hits mostly inhibitors. 340,000 compounds, 1.3% hits; also: potency is read from the fitted curve at half-maximal effect; % is scaled to controls: 0 for no effect and ±100 for the full control effect
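Reaction started by 50 nM substrate onto compound-treated Pol beta (10 nM, 15 min preincubation, room temperature); plates read at 0 min and 10 min. Normalized concentration-effect data fitted by four-parameter Hill equation.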
Glioma ERSR ind: qHTS for Inducers of the Endoplasmic Reticulum Stress Response (ERSR) in Human Glioma: qHTS | U87-MG GRP78 promoter luciferase reporter, 16 h | Potency, µM, for the others: at the highest dose activation, most hits filed as activators | 420,000 compounds, 0.02% hits; also: potency is read from the fitted curve at half-maximal effect; series mostly up to about 76 µM; % of control where 0% means no effect; nearly all actives have a fitted effect of over 35% in size
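Stably transfected U87-MG human glioma cells carrying a GRP78-based luminescent sensor were seeded at 1000 cells/well, pin-dosed with compounds and incubated 16 h. Luciferase reagent was then added, and end-point luminescence was read after 10 min at room temperature.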
Anesthetic bind: qHTS Assay for Identification of Novel General Anesthetics; Ferritin light chain (Equus caballus), P02791; apoferritin/1-aminoanthracene competitive binding, fluorescence; Potency, µM (titrated, usually from 77.5 µM), without a hit: at the highest dose activity change, negative = displacement, hits mostly inhibitors; 350,000 compounds, 0.074% hits; also: potency is read from the fitted curve at half-maximal effect; % is scaled to controls: 0 for no effect and ±100 for the full control effect; nearly all actives have a fitted effect of over 20% in size
Target sequence (P02791 2-175 limits assumed): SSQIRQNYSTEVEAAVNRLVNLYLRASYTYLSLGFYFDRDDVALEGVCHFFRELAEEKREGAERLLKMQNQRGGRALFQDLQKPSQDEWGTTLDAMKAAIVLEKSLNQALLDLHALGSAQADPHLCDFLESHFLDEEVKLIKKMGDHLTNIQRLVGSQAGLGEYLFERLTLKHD
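10 uM apoferritin + 50% sat. 1-AMA, PBS; cpd 10 min RT; Ex380/Em535 endpoint; normalized to free probe vs complex; 4-param Hill fit; propofol titration as pos. ctrl.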
BLM helicase inh: qHTS Assay for Inhibitors of Bloom's syndrome helicase (BLM). Potency, µM (highest dose often 56.1 µM), for inactives: at the top dose activity change, negative = inhibition, most hits filed as inhibitors. recombinant BLM DNA unwinding, fluorescence dequenching. RecQ-like DNA helicase BLM (Homo sapiens), P54132. 350,000 compounds, 0.2% hits;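 also: potency is read from the fitted curve at half-maximal effect; plate controls were vehicle for no effect and no enzyme for full effect; nearly all actives have a fitted effect of over 35% in size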
POLI inh: qHTS for Inhibitors of Polymerase Iota. Pol iota fluorescent replication assay, 10 min. DNA polymerase iota (Homo sapiens), Q9UNA4. Potency, µM (top dose mostly 115 µM), without a hit: top-dose activity, negative = inhibition, actives largely listed as inhibitors. AID 588590, 2011. 390,000 compounds, 1% hits; also: potency is read from the fitted curve at half-maximal effect
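Pol iota at 10 nM preincubated 15 min with compounds at room temperature; reaction started with fluorescent substrate, 50 nM final. Fluorescence read kinetically at 0 and 10 min; buffer-only wells as negative control.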
Pol kappa inh: qHTS for Inhibitors of Polymerase Kappa. DNA polymerase kappa (Homo sapiens), Q9UBT6. purified Pol kappa, fluorescent DNA synthesis assay, 10 min. Potency, µM (doses to about 107 µM), for inactives: top-dose activity, negative = inhibition, hits mostly inhibitors. 400,000 compounds, 0.53% hits; also: potency is read from the fitted curve at half-maximal effect; % is scaled to controls: 0 for no effect and ±100 for the full control effect
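10 nM Pol kappa was preincubated with compounds for 15 min at room temperature. Reaction started with 50 nM (final) substrate. Fluorescence read kinetically at 0 and 10 min.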
APEX1 inh: qHTS Assay for Inhibitors of the Human Apurinic/apyrimidinic Endonuclease 1 (APE1); DNA repair nuclease/redox regulator APEX1 (Homo sapiens), P27695; recombinant APE1, TAMRA/BHQ-2 abasic DNA cleavage fluorescence; Potency, µM (top dose mostly 65.8 µM), for inactives: at the top dose activity change, negative = inhibition, hits mostly inhibitors; 350,000 compounds, 0.35% hits; AID 2517, 2012;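 also: potency is read from the fitted curve at half-maximal effect; plate controls were vehicle for no effect and reference inhibitor for full effect; nearly all actives have a fitted effect of over 55% in size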
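Incision of a quenched TAMRA/BHQ-2 THF abasic-site duplex (50 nM) by 0.75 nM APE1, after 15 min compound preincubation, measured as fluorescence increase over three 60 s reads. Values normalized to buffer, DMSO and NSC13755 control wells.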
LDHA inh: qHTS assay for inhibitors of human lactate dehydrogenase; 480,000 compounds, 0.15% hits; AID 1347041, 2019; L-lactate dehydrogenase A chain (Homo sapiens), P00338; purified LDHA, NADH/diaphorase-resazurin fluorescence; stronger effect = lower value; activity change, % (values are at about 110 or 230 µM); in the data active = activity change below about -30%; inconclusive = mostly about -25% to -30%;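 also: plate controls were DMSO wells for no effect and wells without enzyme for full effect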
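Resorufin fluorescence (ex540/em590), read at 0 and 20 min after diaphorase/resazurin addition, reports the NADH left after a 5 min room-temperature reaction of 2 nM human LDH5 with 0.06 mM NADH and 0.2 mM pyruvate.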
The depositor's hits bear a star; ? = inconclusive; . = not tested or not shown; & = joins results of further samples; [ ] = remark or other dose. Unless noted, calls follow the shape of the dose curve; as a rule, active = well fitted curve in the direction sought with a large enough effect; inconclusive = small, poorly fitted or top-dose-only effect, or another doubt; inactive = no such curve, though single readings can be large; an effect the other way counts as inactive or inconclusive. Not all compounds are listed; count on the stated rates, not on these rows.

SMILES	POLH inh	POLB inh	Glioma ERSR ind	Anesthetic bind	BLM helicase inh	POLI inh	Pol kappa inh	APEX1 inh	LDHA inh
CCCNCCC(c1ccco1)c1ccccc1OC (stereo not given)	-1%	0%	-5%	-10%	-7%	14%	-8%	15%	-14
COC(=O)C1=C(N)Oc2cc(C)[nH]c(=O)c2C1c1ccccc1OC (stereo not given)	-5%	10%	-2%	6%	2%	-12%	-10%	-3%	3
CC(=O)Nc1cccc(OCc2cccc([N+](=O)[O-])c2)c1	-26%	.	4%	.	.	26%	-4%	.	1
CC(C)CNC(=O)c1ccccc1NC(=O)CCSc1ccccc1	-16%	12%	0%	4%	-4%	42%[activator]	-9%	-3%	0
COc1ccc2nc(NC(=O)C3CCN(C(=O)c4ccco4)CC3)sc2c1	-23%	20%	2%	-12%	-7%	64%[activator]	4%	36%	-5
O=C(CN1CCN(S(=O)(=O)c2ccc(Cl)cc2)CC1)NC1CCCC1	4%	48%	4%	-6%	-4%	4%	-17%	0%	-1
Cn1c(C(=O)NC2CCCCC2)cc2c(=O)n3ccccc3nc21	3%	16%	-1%	138%[activator]	-8%	2%	2%	13%	-12
CC(C)c1cc(O)c(-c2ccccc2)c(=O)n1-c1ccc(Cl)cc1	9%	5%	-1%	-1%	-1%	26%	4%	3%	-17
COc1ccc(-c2ncn(CCC#N)c2[N+](=O)[O-])cc1	-9%	-1%	-3%	-7%	0%	139%[activator]	-10%	-6%	-2
Cc1cc(NS(=O)(=O)c2ccc(NC(=O)Cc3ccc([N+](=O)[O-])cc3)cc2)no1	-4%	46%	-5%	-6%	-1%	4%	-7%	-13%	0
CCn1nc(C)cc1C(=O)n1nc(C)c(Sc2ncccn2)c1C	-14%	41%[activator]	-4%	-4%	1%	136%[activator]	-4%	12%	1
C[C@H](CO)N1C[C@H](C)[C@@H](CN(C)Cc2ccc3c(c2)OCO3)Oc2ccc(NS(C)(=O)=O)cc2C1=O	9%	.	-5%	.	.	-14%	4%	7%	-1
Cc1cc(N)n(-c2ccc([N+](=O)[O-])cc2)n1	-5%	-1%	-1%	-4%	1%	71%[activator]	-14%	4%	-1
COc1ccc(-c2nnc(SC(C(=O)c3c[nH]c4ccccc34)c3ccccc3)n2N)cc1OC (stereo not given)	-12%	-1%	-1%	-7%	-7%	-1%	-9%	9%	-4
O=C(COC(=O)/C=C/c1cccc(Cl)c1)NC1CCCC1	-7%	.	-5%	.	.	27%	13%	-2%	-2
O=C(N/N=C/c1ccc(F)c(F)c1)c1cc2c(s1)-c1ccccc1CC2	2%	-2%	-1%	-7%	-4%	9%	-17%	1%	-7
Cc1cc(C)c(NC(=O)CSc2ncc3c(n2)-c2cc(Cl)ccc2N(C)S3(=O)=O)c(C)c1	6%	2%	-1%	0%	0%	25%	-3%	.	0
Cc1ccc(NC2=C(C(=O)c3ccccc3)N(C)S(=O)(=O)c3ccccc32)cc1	-11%	3%	-4%	-15%	-9%	-3%	1%	-6%	1
CCC(=O)c1ccc(OCC(=O)N2CCN(C(=O)c3ccccc3)CC2)cc1	-13%	.	-1%	.	.	18%	11%	-8%	-1
CN(c1ccccc1)S(=O)(=O)c1cccc(NC(=O)CCNC(=O)c2ccccc2)c1	-5%	.	-8%	.	.	6%	-11%	-16%	1
COc1ccc(-c2sc3ccc(OC)cc3c2-c2ccc(OC)nc2)cc1	-11%	.	-4%	.	.	18%	-8%	-6%	0
CCCN(CC1CCCO1)C(=O)c1cc(COc2ccc(F)cc2F)on1 (stereo not given)	-14%	29%	-4%	-20%	-3%	21%	-7%	27%	5
COc1ccc(/C(N)=N/OC(=O)c2cc(-c3ccccc3)nc3ccccc23)cc1	-16%	29%	-4%	-6%	1%	17%	0%	0%	-1
O=C(COC(=O)Cc1ccc(Br)cc1)NCc1cccs1	-17%	.	-2%	.	.	109%[activator]	-14%	-4%	-7
c1cncc(-c2nnc(-c3ccco3)o2)c1	-3%	7%	0%	2%	-3%	1%	-10%	0%	-2
Next section
SMILES	POLH inh	POLB inh	Glioma ERSR ind	Anesthetic bind	BLM helicase inh	POLI inh	Pol kappa inh	APEX1 inh	LDHA inh
Cc1ccc(OCC(=O)Nc2ccc(S(=O)(=O)N3CCCCC3)cc2)c([N+](=O)[O-])n1	-12%	-15%	0%	?	-9%	26%	-4%	0%	-13
Cc1cc(C)n(-c2ccc(C(=O)OCC(=O)NCc3ccco3)cc2)n1	-6%	3%	-2%	?	-3%	19%	-2%	-1%	-3
COc1ccc(/C=N/NC(=O)c2ccc(N(C)S(=O)(=O)c3ccccc3)cc2)cc1OC	-4%	-15%	-7%	-7%	-7%	23%	-16%	7%	-5
Cc1nn(C(C)C(=O)NC2CCCCC2)c(=O)c2c1sc1ccccc12 (stereo not given)	6%	?	-4%	-11%	53%[activator]	5%	-22%	.	-7
CCOC(=O)c1cccc(NC(=O)Cn2cnc3c2c(=O)n(C)c(=O)n3C)c1	-16%	1%	-3%	-9%	2%	2%	-8%	-2%	-1
Clc1cccc(Cl)c1NC1=NCCN1	-2%[57.1 µM]	18%[57.1 µM]	-5%&-4%&-2%&-3%&-4%	0%	2%	6%[58.9 µM]	-7%[60.1 µM]	-1%	.
COc1cccc(COC(=O)C2CCN(S(=O)(=O)c3ccc(Cl)cc3)CC2)c1OC	-4%	.	1%	.	.	-12%	-4%	-3%	-11
Cc1ccc(C(=O)Nc2nnc(-c3ccc(C(C)(C)C)cc3)s2)cc1	-9%	11%	0%	-10%	0%	16%	-8%	-7%	-4
COc1ccc(Cl)cc1C(=O)NC(C)C	-18%	0%	-3%	-4%	-2%	65%[activator]	-4%	4%	-8
Cc1cc(NC(=O)CSc2nnc(C)o2)no1	-19%	11%	8%	2%	-2%	28%	-8%	7%	-9
O=C(Nc1ccc(F)cc1F)c1ccc(S(=O)(=O)N2CCCCC2)cc1	-14%	-10%	-4%	-8%	-3%	5%	-3%	42%	-9
c1ccc(-n2cc(CN3CCC(N4CCOCC4)CC3)c(-c3ccc4c(c3)OCO4)n2)cc1	3%	?	-1%	5%	0%	24%	-15%	1%	-7
N#CCC(=O)N1CC2(CC(c3cccc(NC(=O)COc4ccc(Cl)cc4)c3)=NO2)C[C@@H]1C(N)=O (stereo not given in full)	-5%	2%	-5%	6%	-2%	9%	-12%	-1%	-1
CCc1cccc(C)c1NC(=O)Cn1ccn(Cc2ccc(Cl)cc2)c(=O)c1=O	3%	-4%	-3%	-12%	-5%	30%[activator]	-11%	.	-12
CCOC(=O)N1CCN(c2c(Nc3cc(C)[nH]n3)c(=O)c2=O)CC1	-2%	24%	-5%	-1%	3%	?	-14%	-1%	0
Cc1cccc(N2CCN(C(=O)c3ccc4nc(N5CCCCC5)sc4c3)CC2)c1C	-15%	-15%	-1%	-11%	-3%	21%	-18%	1%	-6
S=c1[nH]nc(-c2cccc(Cl)c2)n1Cc1ccccc1	-17%	-1%	-2%	-8%	2%	-1%	-11%	24%	-6
Cc1ccc(-c2cc(-c3ccccc3)[nH]c(=S)c2C#N)cc1	-2%	1%	-3%	4%	-1%	?	-3%	4%	0
O=C(O)c1ccc(N=NN2CCCCC2)cc1	3%	30%	-5%	-6%	-3%	36%[activator]	-4%	-17%	-11
CCOc1cc(N2CCOCC2)c(OCC)cc1NC(=O)c1c(C)noc1C	-15%	.	-1%	.	.	16%	-5%	27%	8
Cc1cc(-c2ccc(/C=N/n3cnnc3)o2)c(C)c([N+](=O)[O-])c1	-8%	-21%	-2%	-1%	-1%	?	-13%	-8%	-13
CC(C)CC(NS(=O)(=O)c1ccc2c(c1)oc(=O)n2C)C(=O)NCc1cccnc1 (stereo not given)	-6%	20%	2%	1%	1%	?	-7%	-5%	-7
CCOC(=O)CSc1nnc(-c2cccnc2)n1C	-14%	36%[activator]	1%	-1%	-2%	-9%	17%	-4%	2
Cc1ccc(/C=N/n2c(COc3ccccc3)n[nH]c2=S)o1	-4%	1%	-2%	-12%	-4%	-20%	-5%	2%	-4
COc1ccc(CC(=O)OCC(=O)NCc2ccccc2Cl)cc1	-1%	2%	-1%	-14%	-7%	56%[activator]	-11%	-1%	-2
The list continues:
SMILES	POLH inh	POLB inh	Glioma ERSR ind	Anesthetic bind	BLM helicase inh	POLI inh	Pol kappa inh	APEX1 inh	LDHA inh
COc1cc(C=O)cc(OC)c1OS(=O)(=O)c1ccc(NC(C)=O)cc1	-6%	0%	-1%	-9%	0%	2%	-15%	2%	-1
CSc1nnc(-c2cc3c(-c4ccccc4)nn(C)c3s2)n1C	-22%	?	-8%	-17%	2%	3%	-5%	-1%	-2
CCCOc1ccc(S(=O)(=O)N2CCOCC2)cc1[N+](=O)[O-]	-4%	4%	-5%	-3%	-1%	142%[activator]	-7%	3%	-6
Clc1cccc(OCc2nc(-c3ccncc3)n[nH]2)c1	-10%	42%	3%	-15%	-4%	45%[activator]	-6%	9%	-5
COc1ccc(-n2c(-c3ccco3)nc3c(cnn3-c3ccccc3C)c2=O)cc1	-10%&-4%	3%&7%	0%&1%	-4%&41%	-6%&-2%	29%&82%	5%&-27%	1%	8&-1&-1
Nc1ccc(C(=O)OCC(=O)c2cccc([N+](=O)[O-])c2)cc1	-16%	-12%	-1%	-23%	1%	55%[activator]	-2%	8%	0
Cc1cc(C)n2nc(CNS(=O)(=O)c3ccc(Cl)cc3)nc2n1	5%	32%	-2%	-13%	0%	-2%	0%	.	-5
COc1ccccc1C(=O)NC(CCSC)C(=O)OCC(=O)c1ccc[nH]1 (stereo not given)	-14%	0%	-2%	-6%	-5%	0%	-14%	1%	-6

Source: PubChem BioAssay
